Screening results deposited in PubChem BioAssay by several laboratories.
GalR3 antag: blocks the human galanin receptor 3; O60755; HEK293 GalR3-CNG cAMP membrane potential fluorescence; galR3 body fused to GalR1 C-terminus; inhibition, % at 3 µM; 0.44% of 360,000 active; AID 651719;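 active means inhibition above the screen-wide average plus 3 SD, cut at about 13% in these data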;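 further: forskolin and galanin both at EC90 stimulate the cells; cAMP rise reported by CNG channel membrane potential dye signal; 0% = forskolin plus galanin with DMSO and 100% = forskolin alone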
Target sequence (O60755 1-299 limits assumed): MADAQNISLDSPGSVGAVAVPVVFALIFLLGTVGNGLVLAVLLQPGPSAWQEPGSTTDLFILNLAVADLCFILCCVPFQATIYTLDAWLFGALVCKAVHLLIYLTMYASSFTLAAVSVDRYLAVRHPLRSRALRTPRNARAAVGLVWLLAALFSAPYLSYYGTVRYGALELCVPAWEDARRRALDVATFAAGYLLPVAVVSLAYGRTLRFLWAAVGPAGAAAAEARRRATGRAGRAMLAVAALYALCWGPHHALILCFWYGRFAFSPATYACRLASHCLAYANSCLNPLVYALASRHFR
GPR7 antagonist: blocks human GPR7 receptor signaling; 1.1% of 290,000 active; AID 1861; P48145; inhibition, % at 4.4 µM; GPR7-expressing cells, fluorescence antagonist assay; in the data active means inhibition above about 16%, passing the limit was not always enough;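 further: cells stimulated with the agonist NPW; 0% = agonist with vehicle and 100% = vehicle without agonist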
Target sequence (P48145 whole entry, looked up): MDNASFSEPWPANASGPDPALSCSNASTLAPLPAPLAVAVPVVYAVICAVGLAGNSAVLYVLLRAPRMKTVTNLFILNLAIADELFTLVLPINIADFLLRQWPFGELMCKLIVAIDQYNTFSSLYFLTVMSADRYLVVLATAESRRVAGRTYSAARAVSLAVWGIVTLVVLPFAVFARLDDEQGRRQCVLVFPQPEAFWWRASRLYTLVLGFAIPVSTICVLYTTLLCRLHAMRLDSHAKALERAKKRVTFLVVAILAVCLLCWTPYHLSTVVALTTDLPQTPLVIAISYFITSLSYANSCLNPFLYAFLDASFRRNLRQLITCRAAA
PHOSPHO1 block: PHOSPHO1 (human) inhibition. recombinant PHOSPHO1, absorbance phosphatase assay. inhibition, % at 13.3 µM. AID 1565. Q8TCT1. 1.1% of 290,000 active; in the data active means inhibition above about 60%
V1aR counter: V1a receptor agonism, counter-screen for OXTR agonists; P37288; CHO-V1R cells, Fluo-8 calcium fluorescence, agonist mode; 0% DMSO, 100% 3 nM vasopressin; activation, % at 3 µM; 0.25% of 320,000 active; AID 2797;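 active means activation above the mean activation of all tested compounds plus 3 SD, per screening run, cut at about 20% in these data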;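 further: signal is peak over basal fluorescence ratio across a 100 second FLIPR read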
VIM-2 inhibitor: inhibitors of Pseudomonas aeruginosa VIM-2 metallo-beta-lactamase. 0.89% of 290,000 active. inhibition, % at 5.6 µM. purified VIM-2, nitrocefin hydrolysis, epi-absorbance fluorescence. AID 1527;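 active means inhibition above the mean of all tested compounds plus 3 SD, cutoff set per screening run, cut at about 7.5% in these data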;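 further: red hydrolysis product quenches plate fluorescence so inhibitors raise well fluorescence; 0% = enzyme with DMSO and 100% = DMSO without enzyme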
FID counter: displaces DNA intercalator in HCV helicase counter-screen. DNA fluorescent intercalator displacement, fluorescence. inhibition, % at 7.9 µM. 0.17% of 290,000 active; in the data active means inhibition above about 37%;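 further: 0% = vehicle and 100% = reference compound; higher means more ethidium bromide displaced from hairpin DNA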
OXTR agonist: human OXTR agonism | CHO-OTR cells, Fluo-8 calcium fluorescence; normalized: DMSO 0%, oxytocin 100% | activation, % at 3 µM | 0.32% of 320,000 active;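 active means activation above the mean of all tested compounds plus 3 SD, cutoff set per screening run, cut at about 20% in these data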;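 further: peak over basal fluorescence ratio from a 100 s FLIPR kinetic read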
Target sequence (P30559 whole entry, looked up): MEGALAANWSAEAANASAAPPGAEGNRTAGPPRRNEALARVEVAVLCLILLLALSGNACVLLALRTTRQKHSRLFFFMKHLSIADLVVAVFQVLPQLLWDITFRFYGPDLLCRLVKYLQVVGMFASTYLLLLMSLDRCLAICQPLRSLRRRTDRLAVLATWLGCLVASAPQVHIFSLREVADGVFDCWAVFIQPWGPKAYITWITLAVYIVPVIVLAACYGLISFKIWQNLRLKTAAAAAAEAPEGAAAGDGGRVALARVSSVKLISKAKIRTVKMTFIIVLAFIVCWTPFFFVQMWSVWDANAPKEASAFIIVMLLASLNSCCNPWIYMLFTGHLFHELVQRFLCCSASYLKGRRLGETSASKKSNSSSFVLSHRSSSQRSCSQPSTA
HCV NS3 hel inh: inhibitors of Hepatitis C virus NS3 helicase | NS3 helicase DNA unwinding, Cy5 molecular beacon fluorescence | inhibition, % at 10.9 µM | 0.56% of 290,000 active;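 active means inhibition above the mean of all tested compounds plus 3 SD, set per campaign, cut at about 35% in these data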;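 further: 0% = DMSO wells and 100% = thioflavine S control wells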
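Measured by: Cy5 fluorescence, 0 and 60 min reads / Assay system: NS3 helicase fragment of HCV / Control set: low DMSO, high thioflavine S at 110 µM / Times: 1 h reaction at 25 °C, ATP-initiated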
IMP-1 inhibitor: inhibitors of Pseudomonas aeruginosa IMP-1 metallo-beta-lactamase; inhibition, % at 5.6 µM; 0.45% of 290,000 active; purified IMP-1, nitrocefin hydrolysis, epi-absorbance fluorescence; AID 1556;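 active means inhibition above the mean plus 3 SD of all compounds in the same screening run, cut at about 4.5% in these data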;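 further: 0% = IMP-1 with DMSO and 100% = DMSO wells lacking enzyme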
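Assay system: purified IMP-1; Quantity: IMP-1 0.2 nM before substrate addition; Medium: HEPES buffer pH 7.1 with ZnSO4 and Brij 35; Incubation: 15 min enzyme–compound preincubation, then 25 min nitrocefin reaction, 25 °C; Signal: fluorescence quenching readout, ex 480/em 530 nm; Controls: DMSO with and without IMP-1; Repeats: singlicate testing.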
Numbers without * were called inactive; . = no result given.

SMILES	GalR3 antag	GPR7 antagonist	PHOSPHO1 block	V1aR counter	VIM-2 inhibitor	FID counter	OXTR agonist	HCV NS3 hel inh	IMP-1 inhibitor
O=C(C1=C[C@@H](c2ccc(C(F)(F)F)cc2)C[C@@H](OCCCCO)O1)N1CCOCC1	-4	-14	30	0.8	-2.7	-30	-0.6	2	-2.6
COCCN(Cc1cc2cc(C)ccc2n2nnnc12)C(=S)Nc1ccc(C)cc1	-5	-3	-12	-0.4	-1.4	-1	-0.4	-5	-0.7
N#Cc1c(N)n(-c2ccc(O)cc2)c2nc3ccccc3nc12	5	-4	20	0.1	2.2	-6	0.1	-4	-4.0
CC(C)(C)C(=O)Nc1ccc(C(=O)Nc2cc(NC(=O)c3ccc(NC(=O)C(C)(C)C)cc3)cc(C(=O)O)c2)cc1	-9	-8	-6	-0.2	-0.2	-21	0.8	23	-0.8
CCOC(=O)C1(C(C)(C)CC)CC(CSc2nc3ccccc3[nH]2)OC1=O (stereo unspecified)	-6	-13	-6	2.7	-4.5	-24	-1.4	-18	-6.4
CCOC(=O)c1nc(Nc2ccc(OC)cc2)c2ccccc2n1	.	-15	16	-1.3	-0.2	-22	-2.1	15	-4.1
O=S(=O)(NC1CCCCC1NS(=O)(=O)c1ccc(F)cc1)c1ccc(F)cc1 (stereo unspecified)	-5	1	-1	-1.0	-2.4	-10	-1.2	0	0.7
O=C(O)CCCNC(=O)c1ccccn1	4	5	0	1.2	-1.3	2	1.1	-5	-1.4
N#Cc1cc2c(nc1SCc1ccc(Cl)nc1)CCCCC2	-4	-13	15	0.1	-1.9	-3	-1.7	-2	-2.2
N#Cc1ccc(COc2ccc(CCO)cc2-n2nc3ccccc3n2)cc1	-5	0	-8	0.2	-5.4	-19	0.5	-14	-3.8
CC[C@@H](NS(=O)(=O)c1ccc(C)cc1)C(=O)Oc1ccc2c3c(c(=O)oc2c1)CCC3	-3	-2	-14	7.2	6.2	-6	9.7	-1	-3.1
CC(=O)c1cccc(CN2CCCC(C(=O)Nc3ccc(-c4ccco4)cc3)C2)c1 (stereo unspecified)	-3	-4	34	3.8	-0.6	1	1.8	-64	-1.9
CCn1c2ccccc2c2cc(N=C3SC(CC(=O)Nc4ccccc4OC)C(=O)N3C)ccc21 (stereo unspecified)	-4	-12	54	0.7	0.2	-1	1.6	-1	-0.9
Cc1c(NC(=O)C(C)OC(=O)c2c3c(nc4ccccc24)CCC3)c(=O)n(-c2ccccc2)n1C (stereo unspecified)	-2	-13	-38	-1.5	-3.0	-24	-2.7	39*	-2.3
CCOc1cc(CNn2cnnc2)cc(Br)c1OCC(=O)NC1CCCCC1	-3	-19	8	0.0	0.3	-37	0.5	-1	-2.9
O=C(Nc1ccccc1)Nc1nnc(-c2ccccc2)s1	-6	17	-36	-0.5	1.7	-9	2.3	-1	-0.9
NS(=O)(=O)c1ccc(NC(=O)COC(=O)c2ccc3c(c2)OCCO3)cc1	0	-20	36	0.1	-0.1	1	-0.5	-13	-1.7
O=C(c1ccc(COc2c(F)c(F)c(F)c(F)c2F)o1)N1CCOCC1	-2	-1	4	-0.7	-4.4	-15	0.8	-1	-4.6
COc1ccccc1C(=O)Nc1c2c(nn1-c1ccc([N+](=O)[O-])cc1)CS(=O)(=O)C2	0	0	22	0.8	0.9	-3	0.8	-1	-3.2
CCCCNC(=O)N(O)C1N(/N=C/c2cccs2)C(=S)SC1(C)C (stereo unspecified)	-6	-17	1	-0.8	-3.5	-8	-2.5	15	-1.8
CC12COC3(C(=O)Nc4ccccc4)CC1CCC32C (stereo unspecified)	-5	-8	20	-1.4	-1.5	-1	-2.4	-1	0.4
CCc1nnc(NC(=O)C(=O)NCCOC(=O)c2ccccc2Cl)s1	-9	-6	43	0.1	-4.9	-19	-1.5	7	-4.4
CC(=O)c1cccc(OCC(=O)N2CCCc3ccccc32)c1	-6	14	18	0.2	-2.0	-22	0.3	1	-2.5
Cc1c(NC(=O)Cc2noc3ccccc23)cccc1[N+](=O)[O-]	0	3	-13	0.5	-0.4	1	2.2	12	-2.9
C/C(=N\NC(=O)c1nnn(-c2nonc2N)c1-c1ccccc1)c1cccnc1	-1	-10	12	.	-1.5	-26	.	-2	-2.5
CN(c1ccccc1)S(=O)(=O)c1ccc(Cl)nc1	0	-14	4	-0.2	-3.1	-5	-1.4	1	-3.0
Cc1cc(OCC(=O)NCc2ccncc2)c2c(C)c(C)c(=O)oc2c1	0	1	29	0.0	44*	-25	-1.1	8	0.4
CCCCN(C)CCN1C(=O)C2C(C(=O)Nc3ccc(C)cc3)C3C=CC2(O3)C1C(=O)NC1CCCCC1 (stereo unspecified)	-8	-2	-2	-1.0	-3.4	13	-0.9	-20	-2.1
Cc1ccc(-c2nnc(SCC(=O)Nc3ccccc3F)o2)cc1	4	0	2	0.3	-1.3	-2	-0.6	-9	-0.3
CCOC(=O)N1CCN(c2c(N3CCN(c4cccc(C)c4C)CC3)c(=O)c2=O)CC1	1	-4	-13	.	-5.7	0	.	3	-3.5

Retrieved by compound from the entries so far (three):
SMILES	GalR3 antag	GPR7 antagonist	PHOSPHO1 block	V1aR counter	VIM-2 inhibitor	FID counter	OXTR agonist	HCV NS3 hel inh	IMP-1 inhibitor
O=C(Nc1ccccc1)Nc1nnc(-c2ccccc2)s1	-6	17	-36	-0.5	1.7	-9	2.3	-1	-0.9
CN(c1ccccc1)S(=O)(=O)c1ccc(Cl)nc1	0	-14	4	-0.2	-3.1	-5	-1.4	1	-3.0
C/C(=N\NC(=O)c1nnn(-c2nonc2N)c1-c1ccccc1)c1cccnc1	-1	-10	12	.	-1.5	-26	.	-2	-2.5

(cont.)
SMILES	GalR3 antag	GPR7 antagonist	PHOSPHO1 block	V1aR counter	VIM-2 inhibitor	FID counter	OXTR agonist	HCV NS3 hel inh	IMP-1 inhibitor
CC(C)c1[nH]nc2c1C(C1C=CCCC1)C(C#N)=C(N)O2 (stereo unspecified)	-5	2	-2	1.0	-3.8	-10	-2.2	-5	-4.0
OC(CNCc1ccccc1Cl)COc1ccc(F)cc1 (stereo unspecified)	-13	-6	12	2.6	0.8	3	4.1	-9	-3.2
O=c1[nH]nc(Cc2ccc(-c3ccc(Cl)cc3)o2)c2ccccc12	-3	-10	-18	3.6	-1.0	-4	3.5	3	-1.1
COCCn1cc(C(=O)NCCN(C)C)c2c3ccccc3n(C)c2c1=O	-9	-6	-8	-1.1	0.3	-4	0.6	-6	-0.3
CCN(CC)C(=O)C(=O)N/N=C/c1ccc(Br)cc1	-2	-2	0	0.8	0.2	-4	0.5	8	-1.5
CCN(CC)c1ccc(/C=N/Nc2ccccc2)c(O)c1	.	-10	91*	-0.5	-8.3	-3	-0.9	1	-0.2
CC(=O)C1=C(O)C(=O)N(CCCCCC(=O)O)C1c1ccc(N(C)C)cc1 (stereo unspecified)	5	-6	-32	0.3	-0.3	-5	1.1	2	-2.7
Cc1nnc(NC(=O)CS(=O)(=O)Cc2ccccc2)s1	-6	-8	31	.	-2.4	-5	.	4	-2.4
O=C(NCC(=O)N1CCN(c2ccccc2O)CC1)c1ccc2c(c1)OCO2	-1	-5	.	-0.7	-0.9	-17	-0.8	3	-0.2
O=C(NC(O)C(=O)c1ccccc1)c1ccccn1 (stereo unspecified)	-1	-11	16	4.1	-3.6	-10	3.8	2	-2.4
O=C(c1cccs1)n1nc(-c2ccccc2)nc1NCc1ccco1	-4	7	-4	2.1	-2.5	1	0.1	4	-3.3
COc1ccc(OCC(=O)Nc2c(Cl)ccc3nsnc23)cc1	1	-7	31	.	-2.9	-7	.	4	-3.3
Cc1nn(C)cc1CNCc1c(C(=O)N2CCCCC2)nc2c(C)cccn12	0	-3	-16	2.8	-3.3	-2	1.1	-1	-4.8
CCC(=O)Nc1cccc(-c2ccc(N3CCC(C)CC3)nn2)c1	-8	14	7	0.7	-2.1	-27	-1.2	2	-2.0
Cc1ccc(NC(=O)c2cnccn2)c(Br)c1	-9	-11	34	-0.3	1.4	-6	-1.8	8	0.3
O=C(CN1CCN(S(=O)(=O)c2ccc(Cl)cc2)CC1)Nc1ccc2c(c1)OCCO2	4	-1	18	3.5	-3.6	-30	1.8	-4	-4.3
Cc1c(C(=O)O)oc2ccc(S(=O)(=O)NCc3ccc4c(c3)OCO4)cc12	-6	-13	3	15	0.0	-1	-0.7	5	-1.3
Cc1cccc(C(=O)NCCCNC(=O)c2cccc(C)c2)c1	-9	-2	11	.	-2.5	-27	.	-3	-3.4
COc1cc(CNc2ccc3[nH]c(=O)[nH]c3c2)cc(Br)c1OCC(=O)NC(C)(C)C	-3	-16	34	-1.1	-4.5	-29	-1.5	-2	-2.2
Cc1cc(C)nc(N(C#N)Cc2ccc(Cl)cc2)n1	-3	-8	32	-1.0	-4.1	-9	-2.2	-1	-0.4
O=C(CN1C(=O)c2ccccc2C1=O)Nc1ccccc1C(=O)N1CCCC1	-6	-6	6	0.2	-3.0	-4	0.0	3	-3.1
CCc1nc2scc(-c3cccs3)c2c(=O)o1	-2	-2	-19	0.3	-1.7	0	-0.1	3	3.0
CCCC1CCC(c2ccc(OCC)cc2)=CC1=O (stereo unspecified)	1	-11	24	.	-0.8	-28	.	-9	-2.5
CC1(C)CC(=O)c2ccc(OCc3ccc([N+](=O)[O-])cc3)cc2O1	-2	-15	24	-0.4	-1.6	-3	-1.6	2	-1.4
CCSc1nnc(NC(=O)CSC2=NN3CCCC(=O)N=C3S2)s1	-5	-6	11	0.1	-1.6	3	0.0	4	-2.9
O=C(CCSCCc1ccncc1)NCCCN1CCOCC1	-4	3	21	0.3	-0.7	3	1.0	-5	-1.5
O=C(NCc1ccncc1)c1nnc(Cc2c(F)cccc2Cl)o1	1	-4	11	0.6	-3.5	-3	2.6	-9	-1.5
S=C(Nc1ccccc1Cl)N1CCCC1	3	-8	4	0.2	-5.0	4	-0.2	-2	-3.0
CC(=O)Nc1ccc2c(c1)nc(CCN1CCOCC1)n2C	1	3	7	0.4	-0.1	-4	0.3	-5	-3.8
Cc1nc2ccc(S(=O)(=O)NC(C(=O)NCc3cccs3)C(C)C)cc2s1 (stereo unspecified)	0	-5	-14	-0.1	-2.6	-3	0.1	-1	-3.7
COc1ccccc1OCCCCN1CCN(C(c2ccccc2)c2ccccc2)CC1	-14	4	-26	0.7	-2.5	15	-2.1	-90	-1.3
Oc1c(Cl)cccc1C=Nc1cc(C(F)(F)F)ccc1N1CCCC1	1	-2	-50	0.1	-6.5	-2	0.3	2	-3.8
CCOC(=O)N1CCN(S(=O)(=O)/C=C/c2ccccc2)CC1	-5	-9	1	-0.3	-4.3	-10	1.5	-8	-3.0
COc1cccc(C(=O)/C=C2\NCCc3cc(OC)c(OC)cc32)c1	-2	-17	28	0.2	2.0	-31	-1.6	-16	-5.2
CCOc1ccc(NC(=S)Nc2ccc(OC)cc2)cc1	-3	-10	48	0.7	-2.7	-8	-0.3	-2	-2.3
COc1cccc(CNCCO)c1OCc1ccc(Cl)cc1	-8	4	2	0.2	-2.6	13	2.0	6	-1.6
CC(CCCC(C)(C)O)NC(=O)c1ccc(OC2CCN(C(=O)C3CC3)CC2)cc1 (stereo unspecified)	-2	-8	24	0.8	-1.6	-27	0.8	-3	-0.2
